TRPC6 inhibitor = blocks the mouse TRPC6 cation channel; HEK293-TRPC6, membrane potential dye, ACh-evoked depolarization; stronger effect = lower value; B-score at 10 µM; actives 1.1% (n = 310,000); AID 2553;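 active means B-score under library mean minus 3 SD, initial fluorescence not abnormally high, positive integrated signal ratio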;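 further: B-score derived from integrated fluorescence ratio over the kinetic read; more negative B-score means stronger inhibition of depolarization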
Target sequence (Q61143 whole entry, looked up): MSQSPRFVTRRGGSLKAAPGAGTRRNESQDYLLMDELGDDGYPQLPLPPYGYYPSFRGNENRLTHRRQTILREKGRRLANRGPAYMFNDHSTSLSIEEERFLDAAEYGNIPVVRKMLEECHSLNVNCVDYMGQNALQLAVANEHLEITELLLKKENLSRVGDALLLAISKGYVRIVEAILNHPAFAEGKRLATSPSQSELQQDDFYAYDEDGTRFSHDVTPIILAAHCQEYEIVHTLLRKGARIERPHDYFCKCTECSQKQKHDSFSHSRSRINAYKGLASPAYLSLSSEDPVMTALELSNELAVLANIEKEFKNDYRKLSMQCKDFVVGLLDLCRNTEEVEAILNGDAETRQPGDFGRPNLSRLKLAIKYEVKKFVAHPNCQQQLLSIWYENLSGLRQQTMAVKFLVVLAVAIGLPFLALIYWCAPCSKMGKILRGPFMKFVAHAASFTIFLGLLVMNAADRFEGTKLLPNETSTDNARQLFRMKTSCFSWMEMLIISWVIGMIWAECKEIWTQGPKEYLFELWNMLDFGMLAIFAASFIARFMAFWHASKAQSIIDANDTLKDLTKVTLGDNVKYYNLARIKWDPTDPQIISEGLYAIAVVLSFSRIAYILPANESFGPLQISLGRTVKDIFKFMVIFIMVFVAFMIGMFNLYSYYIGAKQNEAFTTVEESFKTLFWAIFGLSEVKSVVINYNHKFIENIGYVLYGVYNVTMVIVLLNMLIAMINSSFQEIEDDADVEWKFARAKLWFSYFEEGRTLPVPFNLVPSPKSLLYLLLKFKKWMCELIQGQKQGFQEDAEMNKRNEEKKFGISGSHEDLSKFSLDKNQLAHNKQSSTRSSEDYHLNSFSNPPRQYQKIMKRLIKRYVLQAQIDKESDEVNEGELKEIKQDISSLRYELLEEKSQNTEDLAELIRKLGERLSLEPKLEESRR
MrgX1 PAM = human MrgX1 positive allosteric modulation, primary screen | actives 0.63% (n = 310,000) | AID 588675 | B-score at 10 µM | MrgX1-HEK293, Fluo-4 calcium flux, FDSS; stronger effect = higher value | Q96LB2;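 active means plate-corrected calcium response at least 3 library SD above typical, normal starting fluorescence, not activating the receptor alone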;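 further: compound read alongside a low EC10 to EC30 dose of BAM8-22 agonist; peak minus trough fluorescence over baseline measured at the second addition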
TRPC4 inh = blocks the mouse TRPC4 cation channel; B-score at 10 µM; actives 0.39% (n = 300,000); AID 2247; Q9QUQ5; HEK293 TRPC4beta/mu-opioid, DAMGO-evoked Fluo4 calcium flux; stronger effect = lower value;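 active means B-score over 3 SD under the library average, no early fluorescence shift, positive overall ratio signal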
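Assay system – HEK293 line stably carrying TRPC4beta and mu-opioid receptor · Doses – single dose · Detection – Fluo4 calcium-dye fluorescence, kinetic read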
TMEM16A act = activators or potentiators of mouse TMEM16A chloride channel; Q8BHY3; HEK293 TMEM16A/YFP-H148Q/I152L, iodide quench fluorescence; stronger effect = lower value; B-score at 10 µM; actives 0.3% (n = 340,000);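 active means fluorescence-ratio B-score plate-corrected deviation score at least 3 library SD below zero, with starting fluorescence score within 5 deviations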;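 further: channel opened by trigger with iodide after compound preincubation; score built on the fluorescence ratio of max minus min over baseline; more negative score means more quench and so TMEM16A activation or potentiation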
TMEM16A inh = blocks the mouse calcium-activated chloride channel TMEM16A. Q8BHY3. HEK293 TMEM16A/YFP iodide influx fluorescence, ionomycin. normalized B-score (activity score, 25-100; higher = stronger inhibition) at 10 µM. actives 1.2% (n = 310,000). AID 588511;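 active means ratio plate-corrected score three or more library SD toward inhibition, starting fluorescence score within five deviations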;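 further: score derived from kinetic fluorescence span divided by baseline fluorescence per well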
MrgX1 agonist = activates human MrgX1 receptor signaling. MrgX1-HEK293 cells, Fluo-4 calcium fluorescence, agonist mode; stronger effect = higher value. B-score at 10 µM. actives 0.44% (n = 310,000);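 active means calcium response B-score plate-corrected fluorescence ratio at least 3 library SD, with starting fluorescence B-score inside 5 SD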
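Material: MrgX1-expressing HEK293 cells; input: 15,000 cells per well; doses: test compound given as first of three sequential additions; schedule: overnight plating before 1 h dye loading; technique: Fluo-4 NW calcium-flux fluorescence, kinetic read; evaluation: baseline-normalised fluorescence change ratio, B-scored; control set: plate-wise positive and negative controls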
MrgX1 antag = human MrgX1 receptor antagonism, primary screen | Q96LB2 | MRGX1-HEK293 calcium flux, Fluo-4, BAM8-22 antagonism; stronger effect = lower value | B-score at 10 µM | actives 1.3% (n = 310,000) | AID 588676;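 active means calcium-response B-score plate-corrected more than 3 library SD below zero, starting fluorescence within 5 deviations, no agonist response on first addition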;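 further: peak minus trough fluorescence over baseline after final BAM8-22 challenge near maximal dose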
TRPC6 act = activators of mouse TRPC6 channel. Q61143. HEK293-TRPC6 membrane potential dye fluorescence; stronger effect = higher value. B-score at 10 µM. actives 0.13% (n = 310,000). AID 2550;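 active means B-score of the integrated fluorescence ratio above library mean plus 3 SD, and starting fluorescence ratio within library mean plus 5 SD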;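 further: higher score means more depolarization so channel activation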
TRPC4 act = activators of mouse TRPC4 channel | HEK293 TRPC4beta/mu-opioid, Fluo4 calcium fluorescence; stronger effect = higher value | actives 0.49% (n = 310,000) | AID 2237 | B-score at 10 µM;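 active means B-score above 5 SD of library B-scores, and initial fluorescence ratio not above library mean plus 5 SD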;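 further: positive B-score marks a calcium rise read as TRPC4 activation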
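Material: HEK293 stable line with TRPC4beta plus mu-opioid receptor; technique: Fluo4 calcium-sensitive dye fluorescence, kinetic, 1 Hz baseline; timing: Fluo4 dye loading 45 min at room temperature, 110 s recording; controls: assay buffer as low control, maximal DAMGO as high control; read-out: integrated baseline-normalised fluorescence ratio, converted to per-well B score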
TRPC4 PAM = allosteric potentiators of mouse TRPC4 channel; HEK293 TRPC4beta/mu-opioid, DAMGO EC20, Fluo-4 Ca2+ flux; stronger effect = higher value; B-score at 10 µM; actives 0.42% (n = 310,000);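 active means B-score of calcium response area above 5 SD of library B-scores, with initial fluorescence ratio within 5 SD of library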;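 further: B-score of integrated fluorescence ratio over time as area under calcium response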
RGS4 block = human RGS4 inhibition | P49798 | HEK293 M3R/RGS4 inducible, Fluo-4 calcium flux; stronger effect = higher value; triggered by carbachol at its EC20 | B-score at 10 µM | actives 0.45% (n = 310,000) | AID 463165;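 active means B-score, a plate-corrected calcium signal, over three deviations above library mean, with baseline fluorescence within five deviations of library mean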;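 further: RGS4 expression induced by doxycycline in cells with stable M3 receptor; B-score is computed from the integrated fluorescence ratio over baseline after carbachol; higher B-score means a larger calcium signal and so more RGS4 inhibition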
Numbers without * were called inactive; i = inactive; . = not tested or not shown.

Each structure is followed by: TRPC6 inhibitor, MrgX1 PAM, TRPC4 inh, TMEM16A act, TMEM16A inh, MrgX1 agonist, MrgX1 antag, TRPC6 act, TRPC4 act, TRPC4 PAM, RGS4 block
CCOc1ccc(NC(=O)CSc2nc3ccsc3c(=O)n2CCC(=O)O)cc1
  i, i, i, i, i, i, i, i, i, i, i
Oc1c(Cl)cc(Cl)cc1C(C#Cc1ccccc1)N1CCOCC1 (configuration not stated)
  i, i, i, i, i, i, i, i, i, i, i
Cc1ccc(-c2nc3ncccc3o2)cc1NC(=O)C(C)C
  i, i, i, i, i, i, i, i, i, i, i
Cc1csc(NC(=O)CSc2nc(C(C)C)nc3ccccc23)n1
  i, i, i, i, i, i, i, i, i, i, i
CCN(CC)CCCNC(=O)CSc1nc(C)cc(C)n1
  i, i, i, i, i, i, i, i, i, i, i
CCOc1ccc2nc(NC(=O)C(CC)Sc3nc(C)cc(=O)[nH]3)sc2c1 (configuration not stated)
  i, i, i, i, i, i, i, i, i, i, i
Cc1ccc(CSCC(=O)Nc2ccc3c(c2)OCO3)cc1
  i, i, i, i, i, i, i, i, i, i, i
CCOc1cc(CN2CCN(Cc3ccc(C)o3)C(CCO)C2)ccc1OC (configuration not stated)
  i, i, i, i, i, i, i, i, i, i, i
O=C(Nc1cccnc1)c1ccc(N2CCOCC2)c([N+](=O)[O-])c1
  i, i, i, i, i, i, i, i, i, i, i
O=C(Cn1nnc(-c2ccccc2NC(=O)c2ccco2)n1)Nc1ccccc1
  i, i, i, i, i, i, i, i, i, i, i
C/C(CC(=O)Nc1ccc(C)cc1C)=N\NC(=O)C(C)C
  i, i, i, i, i, i, i, i, i, i, i
COc1ccc(CCNC(=O)CN2CCN(c3cccc(C(F)(F)F)c3)CC2)cc1
  i, i, i, i, i, i, i, i, i, i, i
CCCCNC(=O)N(C)c1nc2ccccc2s1
  i, i, i, i, i, i, i, i, i, i, i
CC(C)N(C(=O)Cn1c(=O)oc2ccccc21)c1ccccc1
  i, i, i, i, i, i, i, i, i, i, i
O=C(O)CCn1[nH]c(=O)ccc1=O
  i, i, i, i, i, i, i, i, i, i, i
Cc1ccc(NNC(=O)c2cc(C(C)(C)C)nn2Cc2ccccc2)cc1
  i, i, i, i, i, i, i, i, i, i, i
CC(C)(CNC(=O)c1ccc(S(=O)(=O)Nc2ccccc2F)cc1)N1CCOCC1
  i, i, i, i, i, i, i, i, i, i, i
COc1cccc(CN(CC(=O)NC2CCCC2)C(=O)c2csnn2)c1
  i, i, i, i, i, i, i, i, i, i, i
Cc1nn(-c2ccc(F)cc2F)c(=O)c2noc(C)c12
  i, i, i, i, i, i, i, i, i, i, i
CC1=C(C#N)C(C(F)(F)F)(C(F)(F)F)N=C(c2ccco2)N1
  i, i, i, i, i, i, i, i, i, i, i
Cc1cc(C(=O)CSc2nnnn2-c2ccccc2)c(C)n1CCc1ccccc1
  i, i, i, i, i, i, i, i, i, i, i
CC(C)(C)C(=O)OCc1nc(-c2ccc(O)c(O)c2)cs1
  i, i, i, i, i, i, i, i, i, i, i
CCOC(=O)c1cccc(NC(=O)c2cncc(Br)c2)c1
  i, i, i, i, i, i, i, i, i, i, i
CSc1ncccc1C(=O)NC1CC(C)(C)Cc2c1cnn2-c1ccccc1C (configuration not stated)
  i, 16.6*, i, i, i, i, i, i, i, i, i
c1ccc2nc3c(nc2c1)OCC1CCCCN31 (configuration not stated)
  i, i, i, i, i, i, i, i, i, i, i
COc1ccc(C2CC(=O)C=C(NC3CCCC3)C2)cc1 (configuration not stated)
  i, i, i, i, i, i, i, i, i, i, i
CCOc1ccc(NC(=O)CN(C)C(=O)c2cc([N+](=O)[O-])ccc2N2CCCCC2)cc1OCC
  i, i, i, i, i, i, i, i, i, i, i
CN(C)n1cccc1/C=C(\C#N)S(=O)(=O)c1cccc(Cl)c1
  i, i, i, i, i, i, i, i, i, i, i
CC(C)C1C(c2ccccc2)N(C)C(c2ccccc2)CC1(O)c1ccccc1 (configuration not stated)
  i, i, i, i, i, i, i, i, i, i, i
CCOC(=O)CSc1nc2sccc2c(=O)[nH]1
  i, i, i, i, i, i, i, i, i, i, i
CN(C)C(=O)CSc1nnc(CCCCCNC(=O)OC(C)(C)C)o1
  i, i, i, i, i, i, i, i, i, i, i
CCOc1ccc(C2OC(=O)Cc3cc(OC)c(OC)cc32)cc1 (configuration not stated)
  i, i, i, i, i, i, i, i, i, i, i
CC(=O)c1ccc(N2CCN(C(=O)Nc3ccc(Cl)cc3)CC2)cc1
  i, i, i, i, i, i, i, i, i, i, i
CSc1ncccc1C(=O)OCC(=O)Nc1ccc2c(c1)OCO2
  i, i, i, i, i, i, i, i, i, i, i
CN1CCCN(C(=O)CNC(=O)Cc2ccccc2)CC1
  i, i, i, i, i, i, i, i, i, i, i
C/C(=C\C(=S)Nc1ccccc1)Nc1ccccc1
  i, i, i, i, i, i, i, i, i, i, i
CNC(=O)N(O)C1N(/N=C/c2ccccc2F)C(=S)SC1(C)C (configuration not stated)
  i, i, i, i, i, i, i, i, i, i, i
Cc1noc(C)c1S(=O)(=O)NCC(=O)O
  i, i, i, i, i, i, i, i, i, i, i
COc1ccc(Cl)cc1NC(=S)NCCc1ccc(S(N)(=O)=O)cc1
  i, i, i, -6.17*, i, i, i, i, i, i, i
Cc1c(N2C(=O)CSC2c2ccc(F)cc2)c(=O)n(-c2ccccc2)n1C (configuration not stated)
  i, i, i, i, i, i, i, i, i, i, i
COc1ccccc1/C=C/C=C1\Oc2c(ccc(O)c2CN2CCN(CCO)CC2)C1=O
  i, i, i, i, i, i, i, i, i, i, i
COc1ccc(OC)c(/C=N/NC(=O)Cc2nc3ccccc3[nH]2)c1
  i, i, i, i, i, i, i, i, i, i, i
COc1ccc([N+](=O)[O-])c(S(=O)(=O)c2ccccc2)n1
  i, i, i, i, i, i, -6.18*, i, i, i, i
N#CC1(c2ccc(NC(=O)c3ccccc3)cc2)CCCC1
  i, i, i, i, i, i, i, i, i, i, i
O=C(CCS(=O)(=O)c1ccccc1)Nc1ncc([N+](=O)[O-])s1
  i, i, i, i, i, i, i, i, i, i, i
CCOc1ccc(N(CC(=O)NC2CCCCC2)S(=O)(=O)c2ccccc2)cc1
  i, i, i, i, i, i, i, i, i, i, i
CCO[C@@H]1OC(C(=O)NC2CC2)=C[C@H](c2ccc3c(c2)OCO3)[C@H]1CCCO
  i, i, i, i, i, i, i, i, i, i, i
O=C(NCCCN1CCCC1=O)c1ccc(CNS(=O)(=O)c2ccc(F)cc2)cc1
  i, i, i, i, i, i, i, i, i, 37*, i
Cc1ncsc1CCSc1nc2ccccc2c(=O)n1C
  i, i, i, i, i, i, i, i, i, i, i
COc1cc2c(-c3ccccc3O)nc3c(c(C)nn3-c3ccccc3)c2cc1OC
  i, i, i, i, i, i, i, i, i, i, i
CCN(C(=O)c1cc(S(=O)(=O)N2CCOCC2)cn1C)c1cccc(C)c1
  i, i, i, i, 100*, i, i, i, i, i, i
CCC(C)N(C(=O)COC(=O)C1CCN(S(=O)(=O)c2ccc(C)c(C)c2)CC1)C1CCS(=O)(=O)C1 (configuration not stated)
  i, i, i, i, i, i, i, i, i, i, i
CCC/C=C(\CCC)C(NS(=O)(=O)c1cccc2cccnc12)c1ccc(C(=O)OC)cc1 (configuration not stated)
  i, i, i, ., i, i, i, i, i, i, i
O=C(O)c1cccc(N/N=C/c2cc(Br)cc(Br)c2O)c1
  i, i, i, i, i, i, i, i, i, i, i
CCOC(=O)C1CCN(S(=O)(=O)c2cccc(-c3csc(C)n3)c2)CC1
  i, i, i, i, i, i, i, i, i, i, i
O=C(Nc1ccc2nc(-c3cccnc3)[nH]c2c1)C1CCCCC1
  i, i, i, i, i, i, i, i, i, i, i
CCOC(=O)C1=C(CBr)NC(=O)NC1C (configuration not stated)
  i, i, i, i, i, i, i, i, i, i, i
Cc1ccc(S(=O)(=O)N(C)C)cc1NC(=O)c1cc(=O)c2ccccc2o1
  i, i, i, i, i, i, i, i, i, i, i
COc1ccc(C)cc1NC(=O)NCc1ccco1
  i, i, i, i, i, i, i, i, i, i, i
Cc1oc2c(CN3CCOCC3)c(O)ccc2c(=O)c1-c1ccc(Cl)cc1
  i, i, i, i, i, i, i, i, i, i, i

The results go on.
Each structure is followed by: TRPC6 inhibitor, MrgX1 PAM, TRPC4 inh, TMEM16A act, TMEM16A inh, MrgX1 agonist, MrgX1 antag, TRPC6 act, TRPC4 act, TRPC4 PAM, RGS4 block
CCCS(=O)(=O)Nc1cc(C(F)(F)F)ccc1OCCOC
  i, i, i, i, i, i, i, i, i, i, i
CCOc1ccc(C2CC(c3ccc(CC)cc3)n3nc(N)nc3N2)cc1 (configuration not stated)
  i, i, i, i, i, i, i, i, i, i, i
O=C(Nc1cccc([N+](=O)[O-])c1)N1CCCCCC1
  i, i, i, i, i, i, i, i, i, i, i
CC(C)C(=O)Nc1nc2cc3c(cc2s1)OCCO3
  i, i, i, i, i, i, i, i, i, i, i
O=c1c2ccccc2oc2cc(NCCCN3CCOCC3)ccc12
  i, i, i, i, i, i, i, i, i, i, i
O=C(NCc1ccc(F)cc1)c1ccc2c(c1)S(=O)(=O)c1ccccc1C2=O
  i, i, i, i, i, i, i, i, i, i, i
CCCN(Cc1ccccc1)C(=S)Nc1ccc(F)cc1
  i, i, i, i, i, i, i, i, i, i, i
CC(C)Oc1nnnn1-c1ccccc1
  i, i, i, i, i, i, i, i, i, i, i
CCOC(=O)c1ccc(NC(=O)NNC(=O)CCc2ccc(OC)cc2)cc1
  i, i, i, i, i, i, i, i, i, i, i
COc1cccc(CNC(=O)CCC2CCCN(C(=O)CCn3cncn3)C2)c1 (configuration not stated)
  i, i, i, i, i, i, i, i, i, i, i
O=C(NC1CCCCC1)C1CCN(S(=O)(=O)c2cccc3nonc23)CC1
  i, i, i, i, i, i, i, i, i, i, i

Source: PubChem BioAssay
